Bioassay records (PubChem)
miR-122 sensor: blocks miR-122 activity in Huh7 sensor cells; Huh7 miR-122 Renilla luciferase sensor, 48 h; neutral wells = 0, positive control = 100; activation (reporter increase), % at 12.5 µM; actives 0.3% (n = 340,000);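 active = mean replicate activation score at least 90 and every replicate individually at or above 90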;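 also: higher luciferase means less miR-122 activity so hits act as miR-122 inhibitors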
FN deposit inh: fibronectin deposition inhibition. AH1F fibroblasts, Alexa488-fibronectin deposition fluorescence, overnight. inhibition, % at 12.6 µM. actives 0.086% (n = 350,000);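 active = mean inhibition across replicates of 30% or more, regardless of how many single replicates reach that level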;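 also: positive control wells lacked labelled fibronectin entirely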
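Measured by – fluorescence 485/525 nm · System – AH1F fibroblast monolayer, labelled fibronectin deposition · Amount – 10000 cells per well · Buffer or medium – serum-reduced DMEM (2% serum) · Doses – single dose, pinned · Also added – fluorescent fibronectin at 24 nM final · Schedule – 1 h cell attachment, overnight exposure to compound and label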
PGC1a acetyl inh: PGC1a acetylation modulation, inhibitor mode. U2OS PGC1a acetylation, AlphaScreen anti-acetyl-lysine; with virally co-expressed GCN5 acetyltransferase. inhibition, % at 15.6 µM. actives 0.17% (n = 350,000). AID 651687;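 active = every replicate shows inhibition of at least 40%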;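 also: 0% = neutral control wells and 100% = positive control wells; some results beyond the cut were filed as inactive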
EWS-Fli block: inhibitors of EWS/Fli oncoprotein transcriptional activity; AID 651661; A673 NR0B1-luciferase reporter, viability-normalised; inhibition, % at 12.6 µM; actives 0.67% (n = 350,000);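 active = mean inhibition of at least 50% after viability correction, with every replicate also passing that limit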;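 also: firefly luciferase signal divided by Alamar Blue viability fluorescence both relative to DMSO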
PAX8 reporter: PAX8 transcriptional activity inhibition | actives 1.2% (n = 360,000) | RMG-I TPO-luciferase reporter, SteadyGlo, 24 h | inhibition, % at 12.6 µM | AID 652154;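 active = mean replicate inhibition at least 60% with every replicate also reaching 60%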;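 also: luciferase light reporting Pax8 driven TPO promoter activity; plate controls were median of neutral control wells for no effect and mitoxantrone controls for full effect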
Cneo AK release: causes C. neoformans cell lysis; actives 0.2% (n = 360,000); adenylate kinase release luminescence, 4 h; normalised: neutral wells 0, clomiphene wells 100; lysis activity, % at 15 µM;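 active = mean lysis activity across replicates of at least 80%, whatever share of replicates individually reach that level; inactive = mean lysis activity below 80%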
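Test system: log-phase Cryptococcus neoformans yeast cells; Quantity: yeast cell density of 5 × 10^6 cells/mL; Buffer or medium: YPD; Doses: single compound concentration per well; Timing: 4 h at 37 °C static, read 1 h later; Measured by: AK luminescence; Read-out basis: lysis from increased AK signal; Control set: Clomiphene as positive control.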
LGR2 inh: inhibitors of bursicon-induced Drosophila LGR2 receptor cAMP signaling; HEK293 LGR2, CRE-luciferase, bursicon-stimulated, 4 h; inhibition, % at 9.99 µM; actives 0.35% (n = 380,000);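 active = drop in luminescence signal, shown as inhibition above about 50% in the replicate tests, limit read from the data, passing the limit was not always enough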;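 also: agonist challenge used bursicon conditioned medium at about half maximal strength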
Casp6 inh: blocks human caspase-6 cleavage activity; P55212; AID 686996; inhibition, % at 12.5 µM; purified caspase-6, Z-VEID-R110 cleavage fluorescence; actives 0.53% (n = 350,000);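 active = mean inhibition across replicates at least about 35%, with every replicate also reaching that limit, limit read from the data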;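 also: 0% = median of neutral control wells and 100% = no fluorescence left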
Target sequence (P55212 24-179 limits assumed): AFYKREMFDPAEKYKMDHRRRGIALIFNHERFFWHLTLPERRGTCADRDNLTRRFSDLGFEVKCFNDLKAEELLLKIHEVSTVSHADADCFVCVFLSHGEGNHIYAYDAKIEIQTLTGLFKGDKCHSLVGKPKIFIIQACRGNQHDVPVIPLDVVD
Target sequence (P55212 194-293 limits assumed): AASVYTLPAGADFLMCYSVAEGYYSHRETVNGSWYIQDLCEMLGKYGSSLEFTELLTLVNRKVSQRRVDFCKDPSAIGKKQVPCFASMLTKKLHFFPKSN
Numbers without * were called inactive; . = no result given; & = joins results of further samples; [ ] = remark or other dose.

SMILES	miR-122 sensor	FN deposit inh	PGC1a acetyl inh	EWS-Fli block	PAX8 reporter	Cneo AK release	LGR2 inh	Casp6 inh
CCCc1cc(C(=O)NCc2cccnc2)no1	4	-4	2	-11	3	1	-2	0
O=C1CSC(=Nc2ccc(O)cc2)N1	-2	3	7	8	16	-1	-11	4
CC(=O)Nc1ccccc1C(=O)C(=O)Nc1ccc(F)c(Cl)c1	4	8	4	-33	11	1	-9	3
O=C1NCCC/C1=N/Nc1cc(F)ccc1F	.	2	1	-34	-32	0	.	0
Cc1cccc(NC(=O)Cn2nnc(-c3ccc(CN4CCCC4)cc3)n2)c1C	0	-12	-6	.	2	-1	.	.
Cc1ccc(S(=O)(=O)Nc2ccc3c(c2)C(=O)N([C@@H](C)CO)C[C@H](C)[C@H](CN(C)C(=O)Nc2ccccc2)OCCCC[C@@H](C)O3)cc1	42[16.7 µM]	.	-1	-4	-4	1	19	-4
O=C(Cn1cnc2ccccc21)N1CCc2ccccc21	3	-7	0	1	-3	1	0	-2
C[C@@H]1CN([C@@H](C)CO)C(=O)Cc2cc(NC(=O)Cc3ccccc3)ccc2O[C@@H]1CN(C)CC1CCCCC1	-5[16.7 µM]	.	.	3	15	-13	20	2
CCOC(=O)c1ccc(NC(=O)C(=O)NCc2ccccn2)cc1	6	19	-6	3	2	-2	-24	3
CCCCS/C(=C(/C#N)C(N)=O)c1cc2c([nH]1)CCCC2	-1	10	.	.	26	7	.	.
Cc1ccc(NC(=O)CCN2CCC(Cc3ccccc3)CC2)cc1	-2	-7	-13	9	6	3	-4	4
CC(C)c1ccc2oc(=O)cc(CN3CCN(c4ccccc4)CC3)c2c1	2	.	8	.	.	4	14	.
Cc1ccc(S(=O)(=O)N[C@H]2CC[C@@H](CCn3cc(C4(O)CCCC4)nn3)O[C@@H]2CO)cc1	.	4	0	7	18	6	15	0
CCCCNC(=O)C1(C)CCN1C(=O)c1sccc1C (centres undefined)	-4	5	.	-2	-10	-1	-5	-6
CC(C(=O)Nc1ccon1)N1C(=O)c2ccccc2S1(=O)=O (centres undefined)	7	-16	.	-1	-10	-1	-4	-4
COc1ccc(OC)c(/C=N/Nc2nncn2/N=C/c2cc(OC)ccc2OC)c1	-1	1	0	7	16	0	-1	.
COc1cc(/C=C2\N=C(c3ccccc3)NNC2=O)cc(OC)c1OC	37	-16	4	56*	44	1	10	-3
CN(C(=O)c1ccc(NC(=O)C2CC=CCC2C(=O)O)cc1)c1ccccc1 (centres undefined)	3	-10	1	.	3	-1	.	.
Cc1cccc(-c2ccc(C3[C@H]4CNC[C@@H]3N4S(=O)(=O)c3ccccc3C)cc2)c1 (some centres undefined)	.	-4&-8	-6&-6	-3&-5	-2&-14	.	-6&-16	6&3
C[C@@H]1CN([C@@H](C)CO)C(=O)c2cccc(NC(=O)CCCCCC(=O)Nc3ccccc3N)c2O[C@@H]1CN(C)Cc1ccc(C(F)(F)F)cc1	-2[16.7 µM]	-2	2	39	.	2	-20	5
CCC(=O)N1CCc2cc(S(=O)(=O)NCCC(=O)NCc3ccc(F)cc3)ccc21	-3	7	-5	6	11	2	-23	0
CCOc1ccc(NC(=O)CN2C(=O)/C(=C3\SC(=S)N(C4CCS(=O)(=O)C4)C3=O)c3ccccc32)cc1 (centres undefined)	2	-7	-11	-2	6	-1	3	3
CCOC(=O)N1CCN(S(=O)(=O)N2CCCC(C(=O)NCc3cc(OC)ccc3OC)C2)CC1 (centres undefined)	-4	2	-1	12	11	2	15	-2
CC(=O)c1c(C)[nH]c(C(=O)NCc2ccc(F)cc2)c1C	0	-17	-1	1	4	1	-4	1
COc1ccccc1N1CCN(CC(O)COCc2cccs2)CC1 (centres undefined)	.	0	.	7	-6	.	8	0
CCN(CC(=O)NCc1ccc(F)cc1)C(=O)CCNS(=O)(=O)c1cccc(C)c1	-3	2	1	2	-5	0	-2	-1
CC(=O)c1cnc2nc(C)nn2c1C	-11	22	-4	.	.	3	.	.
Cc1ccc(C(=O)CCc2ccc(N)cc2)cc1	-2	-2	.	-33	-71	-5	-32	0
COC(=O)c1ccc(S(N)(=O)=O)o1	1	1	9	.	-8	3	-7	.
COCCSc1ccccc1C(=O)N1CCOCC1	0	4	3	.	.	2	12	.
CCc1ccc(NC(=S)NC2CC3CCCC(C2)N3Cc2cccs2)cc1 (centres undefined)	2	.	-1	-1	.	9	17	1
CCOC(=O)c1c(C)[nH]c(C(=O)COC(=O)CN2C(=O)C3CCCCC3C2=O)c1C (centres undefined)	-2	.	.	.	.	-3	10	2
O=C(O)c1cccc(S(=O)(=O)Nc2ccc(O)c(Sc3nc4ccccc4s3)c2)c1	6	1	-4	9	-4	.	-35	18
Cc1ccc(C)c(N2CCN(C(=O)Cc3c(C(=O)O)[nH]c4ccc(Cl)cc34)CC2)c1	4	-2	7	2	5	-1	0	6
O=C(N[C@@H]1CC[C@@H](CCNC(=O)C2CCCC2)O[C@@H]1CO)c1ccccn1	-9[16.7 µM]	-3	0	4	-8	-2	-8	-2
Cc1c(NC(=O)c2cc(-c3cccs3)nc3ccccc23)c(=O)n(-c2ccccc2)n1C	.	1	.	4	28	.	25	0
CCc1nc2ccccc2n1CC(=O)N1CCN(Cc2ccccc2)CC1	4	-5	2	2	3	.	-7	0
O=S(=O)(NCc1ccc(Cl)c(Cl)c1)c1cc(Cl)ccc1N1CC[C@@H](O)C1	.	3	.	-5	18	.	-9	1
CNC(=S)N1CCN(c2ccc([N+](=O)[O-])cc2)CC1	-6	0	-4	.	-13	2	.	.
COc1cccc(C#Cc2ccc([C@H]3[C@H](CO)N4C(=O)CN(C(=O)C5CC5)C[C@@H]34)cc2)c1	.	.	-20	4	-23	.	-2	1
CC(=O)Nc1ccc(C(=O)CN2C(=O)CSC2=O)cc1	-1	9	16	5	-2	-11	10	-2
CC(=O)c1sc2nc(CSc3nnnn3-c3ccccc3)[nH]c(=O)c2c1C	-9	-15	-3	-34	12	2	3	1
COc1ccc(CC(=O)N2CC3(C)CC2CC(C)(C)C3)cc1OC (centres undefined)	0	-13	1	.	.	-2	.	.
CC(C)NC(=O)Nc1ccc2c(c1)C(=O)N([C@H](C)CO)C[C@@H](C)[C@@H](CN(C)Cc1ccccc1)OCCCC[C@@H](C)O2	-2[16.7 µM]	10	-25	-4	-3	-6	4	3
COC(=O)C[C@@H]1CC[C@@H](NS(=O)(=O)c2ccccc2F)[C@@H](CO)O1	.	-4	8	-3	9	.	6	.
O=c1c(-c2ccccc2)coc2c(CN3CCCCC3)c(O)ccc12	-3	12	12	3	29	-1	.	-2
CCOc1ccc(/C=N/NC(=O)c2[nH]c3ccc(C)cc3c2C)cc1	4	6	1	-3	-2	1	-14	-2
Cc1ccc(S(=O)(=O)N2CCN(c3nccnc3C#N)CC2)cc1	.	12	.	7	12	.	-5	0
CCCCc1c(-c2ccccc2OC)ncn1CCc1cccc(Cl)c1	.	0	.	30	-10	.	33	4
COc1ccc([N+](=O)[O-])cc1N(CC(O)CN1C(=O)NC(C)(C)C1=O)S(=O)(=O)c1ccc(C)cc1 (centres undefined)	5	-7	-8	-7	4	-1	-9	-2
CN1CCN2c3ccccc3Cc3ccccc3C2C1 (centres undefined)	-2	0&3	-11	3	16	0	5	-1
CCN(c1ccccc1)S(=O)(=O)c1ccc(OC)c(NC(=O)C2CC(=O)N(Cc3ccccc3)C2)c1 (centres undefined)	-2	2	-1	-1	13	.	12	6
Cc1cc(N2CCOCC2)nc2ccc(NC(=O)CCC(=O)N3CCCCC3)cc12	2	-1	-7	.	-74	1	.	.
Cc1c(C)c2c(OCC(=O)N3CCC(O)CC3)cc3c(c2oc1=O)CCC(C)(C)O3	1	.	-8	13	.	-8	6	5
Nc1ccccc1S(N)(=O)=O	6	4	9	-1	-8	-2	.	-3
CC(C)CCc1noc(CN(C)CCC2CCOCC2)n1	0	-2	-1	1	-10	3	7	-4
CO[C@H]1CN(C)C(=O)c2ccc(NC(C)=O)cc2OC[C@H](C)N(C(=O)c2ccccn2)C[C@H]1C	15[16.7 µM]	-10	0	-2	2	1	23	1
Cc1cccc(NC(=O)CNC(=O)c2ccc3nc[nH]c3c2)c1C	3	-4	11	1	2	0	-2	12
CCOC(=O)C1CCCN(C(=O)c2ccccc2)CC1 (centres undefined)	-5	.	-3	-1	-40	4	5	0
CCOc1ccc(-c2cn(CCC#N)cn2)cc1	-2	-3	-2	.	.	0	.	.
Cc1cc(NC(=O)CS(=O)(=O)Cc2ccccc2)no1	-15	-1	3	-10	7	.	1	-2
CCN(CC)S(=O)(=O)c1ccc(O)c(NS(=O)(=O)c2ccccc2F)c1	-5	-1	20	6	2	3	20	-2
O=C(C[C@H]1C=C[C@H](NS(=O)(=O)c2ccccc2)[C@H](CO)O1)N1CCN(c2ccccc2)CC1	.	.	0	.	-15	.	10	1

An excerpt of these results, bar-delimited.
Molecule | miR-122 sensor | FN deposit inh | PGC1a acetyl inh | EWS-Fli block | PAX8 reporter | Cneo AK release | LGR2 inh | Casp6 inh
O=c1c(-c2ccccc2)coc2c(CN3CCCCC3)c(O)ccc12 | -3 | 12 | 12 | 3 | 29 | -1 | . | -2
CCOc1ccc(/C=N/NC(=O)c2[nH]c3ccc(C)cc3c2C)cc1 | 4 | 6 | 1 | -3 | -2 | 1 | -14 | -2
Cc1ccc(S(=O)(=O)N2CCN(c3nccnc3C#N)CC2)cc1 | . | 12 | . | 7 | 12 | . | -5 | 0
CCCCc1c(-c2ccccc2OC)ncn1CCc1cccc(Cl)c1 | . | 0 | . | 30 | -10 | . | 33 | 4
COc1ccc([N+](=O)[O-])cc1N(CC(O)CN1C(=O)NC(C)(C)C1=O)S(=O)(=O)c1ccc(C)cc1 (centres undefined) | 5 | -7 | -8 | -7 | 4 | -1 | -9 | -2
CN1CCN2c3ccccc3Cc3ccccc3C2C1 (centres undefined) | -2 | 0&3 | -11 | 3 | 16 | 0 | 5 | -1
CCN(c1ccccc1)S(=O)(=O)c1ccc(OC)c(NC(=O)C2CC(=O)N(Cc3ccccc3)C2)c1 (centres undefined) | -2 | 2 | -1 | -1 | 13 | . | 12 | 6
Cc1cc(N2CCOCC2)nc2ccc(NC(=O)CCC(=O)N3CCCCC3)cc12 | 2 | -1 | -7 | . | -74 | 1 | . | .
Cc1c(C)c2c(OCC(=O)N3CCC(O)CC3)cc3c(c2oc1=O)CCC(C)(C)O3 | 1 | . | -8 | 13 | . | -8 | 6 | 5
Nc1ccccc1S(N)(=O)=O | 6 | 4 | 9 | -1 | -8 | -2 | . | -3
CC(C)CCc1noc(CN(C)CCC2CCOCC2)n1 | 0 | -2 | -1 | 1 | -10 | 3 | 7 | -4
CO[C@H]1CN(C)C(=O)c2ccc(NC(C)=O)cc2OC[C@H](C)N(C(=O)c2ccccn2)C[C@H]1C | 15[16.7 µM] | -10 | 0 | -2 | 2 | 1 | 23 | 1
Cc1cccc(NC(=O)CNC(=O)c2ccc3nc[nH]c3c2)c1C | 3 | -4 | 11 | 1 | 2 | 0 | -2 | 12
CCOC(=O)C1CCCN(C(=O)c2ccccc2)CC1 (centres undefined) | -5 | . | -3 | -1 | -40 | 4 | 5 | 0
CCOc1ccc(-c2cn(CCC#N)cn2)cc1 | -2 | -3 | -2 | . | . | 0 | . | .
Cc1cc(NC(=O)CS(=O)(=O)Cc2ccccc2)no1 | -15 | -1 | 3 | -10 | 7 | . | 1 | -2
